RXFP1 antagonist – antagonists of human relaxin receptor RXFP1. AID 1259400. HEK293-RXFP1, relaxin-stimulated cAMP HTRF, 30 min; active compounds read low. Q9HBX9. hit rate 0.59% among 350,000. activity change, negative = inhibition, % at 57.5 µM;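 active means activity change of -60% or lower, but not beyond a set lower limit; inconclusive means change between -60% and -40%, or beyond the set limit; inactive means change above -40%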; further: on the % scale 0 is the no-effect control and ±100 the full control effect
Vif-A3G inh – blocks the Vif interaction with human APOBEC3G. Q9HC16. HeLa A3G-eYFP + Vif (tagged APOBEC3G with the HIV-1 protein that degrades it), YFP fluorescence, overnight. Potency, µM (highest dose often 46.1 µM), for the others: at the top dose activity, negative = active, most hits filed as inhibitors. hit rate 0.076% among 410,000;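 further: potency means the concentration at half of the fitted maximal effect; on the % scale 0 is the no-effect control and ±100 the full control effect; nearly all actives have a fitted effect of over 60% in size; hits raise eYFP signal because A3G escapes Vif-driven loss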
Target sequence (Q9HC16 whole entry, looked up): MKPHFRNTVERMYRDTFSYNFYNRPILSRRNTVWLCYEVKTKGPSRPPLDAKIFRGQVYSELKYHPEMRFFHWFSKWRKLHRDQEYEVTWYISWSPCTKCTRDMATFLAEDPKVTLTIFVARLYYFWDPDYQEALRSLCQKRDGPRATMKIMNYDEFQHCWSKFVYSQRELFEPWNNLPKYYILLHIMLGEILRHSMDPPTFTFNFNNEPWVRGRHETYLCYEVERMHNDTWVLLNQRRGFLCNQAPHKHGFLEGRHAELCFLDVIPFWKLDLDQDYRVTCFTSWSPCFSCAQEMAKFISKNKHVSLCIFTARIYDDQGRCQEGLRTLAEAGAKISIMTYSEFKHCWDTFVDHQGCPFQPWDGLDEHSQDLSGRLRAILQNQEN
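Read-out is eYFP fluorescence (Ex 488/Em 500-530) from Vif-expressing HeLa A3G-eYFP cells; more signal means A3G escaped Vif-mediated degradation. Cells plated overnight, compound pinned in, incubated overnight at 37 deg C.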
D1 agonist – human D1 receptor agonism | hit rate 1% among 360,000 | activation, % at 2 µM | AID 504660 | HEK293 T-REx D1 cells, calcium flux, agonist mode; in the data active means activation above about 30%; further: 0% is about no effect
Target sequence (P21728 whole entry, looked up): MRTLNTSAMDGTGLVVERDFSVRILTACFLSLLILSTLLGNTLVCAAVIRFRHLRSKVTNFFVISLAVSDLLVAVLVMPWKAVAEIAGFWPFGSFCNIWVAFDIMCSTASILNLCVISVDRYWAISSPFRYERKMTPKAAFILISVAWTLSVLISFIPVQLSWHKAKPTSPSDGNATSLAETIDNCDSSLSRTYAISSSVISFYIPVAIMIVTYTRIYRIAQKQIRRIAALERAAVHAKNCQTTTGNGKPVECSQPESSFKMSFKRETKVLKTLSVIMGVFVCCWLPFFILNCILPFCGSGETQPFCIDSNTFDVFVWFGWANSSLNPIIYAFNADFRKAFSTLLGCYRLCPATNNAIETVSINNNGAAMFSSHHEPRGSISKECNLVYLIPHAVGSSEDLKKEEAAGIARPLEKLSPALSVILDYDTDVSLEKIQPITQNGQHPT
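Tetracycline-induced HEK293 TREx D1 cells, force-coupled to calcium signalling, were dye-loaded with a no-wash calcium kit. Compound was pin-added after a 10 s baseline. Fluorescence was read kinetically at 1 cycle/s for 180 s, with calcium rises flagged as agonism.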
D2 PAM – positive allosteric modulators of human D2 dopamine receptor; P14416; HEK293 T-REx D2, calcium flux, EC20 dopamine potentiation; potentiation, % at 10 µM; hit rate 0.34% among 340,000; AID 485347;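 active means potentiation over 3 SD above the plate norm, cut at about 30% in these data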; further: 0% is about no effect
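Potentiation of an EC20 dopamine calcium response measured kinetically over 180 s, after a preceding 180 s compound-only read flagging agonists. Cells: inducible Hek293 Trex D2 line, 4000/well, cultured overnight at 30 C before dye loading.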
GRP78 ERSR act – ER stress response induction in glioma. U87-MG GRP78 promoter luciferase reporter, 16 h. Potency, µM, inactives show at the top dose activation, actives largely listed as activators. hit rate 0.02% among 420,000; further: potency means the concentration at half of the fitted maximal effect; series mostly up to about 76 µM; % of control where 0% means no effect; nearly all actives have a fitted effect of over 35% in size
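Stably transfected U87-MG human glioma cells carrying a GRP78-based luminescent sensor were seeded at 1000 cells/well, pin-dosed with compounds and incubated 16 h. Luciferase reagent was then added, and end-point luminescence was read after 10 min at room temperature.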
D1 PAM – human D1 dopamine receptor positive modulation | P21728 | HEK293 TREx D1 cells, calcium flux, dopamine EC20 potentiation | potentiation, % at 10 µM | hit rate 0.036% among 360,000; in the data active means potentiation above about 30%; further: 0% is about no effect
RXFP1 agonist – agonists of human relaxin receptor RXFP1 | hit rate 0.3% among 370,000 | Q9HBX9 | HEK293T-RXFP1 cAMP TR-FRET, 30 min; response scale: percent of porcine relaxin response, buffer zero | Potency, µM (top dose mostly 57.5 µM), for inactives: at the top dose activation, most hits filed as activators; further: potency means the concentration at half of the fitted maximal effect; on the % scale 0 is the no-effect control and ±100 the full control effect; nearly all actives have a fitted effect of over 60% in size; many of its hits are not listed in these tables
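cAMP rise read by TR-FRET after 30 min, 37C compound exposure (up to 58 uM) in RXFP1-transfected HEK293 cells with Ro 20174 present. EC50 from Hill-equation fits, with 29 nM porcine relaxin as 100% and buffer as basal.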
Vif-A3F inh – inhibitors of Vif-A3F interaction; HeLa A3F-eYFP + Vif (tagged APOBEC3F with the HIV-1 protein that degrades it), YFP fluorescence increase; Potency, µM (top dose mostly 46.1 µM), inactives show at the top dose activity, negative = active; hit rate 0.2% among 390,000; AID 602313; further: potency means the concentration at half of the fitted maximal effect; % of control where 0% means no effect; nearly all actives have a fitted effect of over 65% in size
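HeLa cells stably expressing Vif plus C-terminally eYFP-tagged A3F were seeded, incubated overnight at 37 deg C, dosed with compound, incubated overnight again at 37 deg C. Yellow fluorescence (Ex 488/Em 500-530) reported blocked Vif-mediated A3F-eYFP degradation.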
D1 antagonist – human D1 dopamine receptor antagonism. P21728. HEK293 TREx D1 cells, calcium flux, dopamine EC80; active compounds read low. activity change, negative = inhibition, % at 10 µM. hit rate 3.2% among 360,000; in the data active means activity change below about -30%; further: on the % scale 0 is the no-effect control and ±100 the full control effect
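Tetracycline-induced HEK293 Trex D1 cells, force-coupled to calcium, dye-loaded; compounds added and read 180 s, then EC80 dopamine added and calcium flux tracked kinetically another 180 s.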
Active calls of the source: *; & = joins results of further samples. Unless noted, the call rests on the fitted dose curve; in most records, active means well fitted curve in the direction sought with a large enough effect; inconclusive means small, poorly fitted or top-dose-only effect, or another doubt; inactive means no such curve, though single readings can be large; an effect the other way counts as inactive or inconclusive. A portion of the library; the hit share may differ from the screen's.

Sample of the layout, 3 compounds:
Screening CCCS(=O)(=O)N1CCCC(C(=O)Oc2ccccc2Cl)C1 (configuration not stated) returned RXFP1 antagonist 4, Vif-A3G inh -6%, D1 agonist 0, D2 PAM -1, GRP78 ERSR act -1%, D1 PAM -8, RXFP1 agonist 0.2%, Vif-A3F inh 8% and D1 antagonist 29.
For Cc1sc2nc(SCC(=O)N(CCO)CCO)n(C3CCCCC3)c(=O)c2c1C the results were RXFP1 antagonist -16, Vif-A3G inh 5%, D1 agonist 3, D2 PAM 7, GRP78 ERSR act 5%, D1 PAM -3, RXFP1 agonist 4.1%, Vif-A3F inh -5% and D1 antagonist 2.
Screening CCOC(=O)c1nnn(C(CC)C(=O)Nc2ccc(F)cc2)c1C(=O)OCC (configuration not stated) returned RXFP1 antagonist -20, Vif-A3G inh 0%, D1 agonist 12, D2 PAM -16, GRP78 ERSR act -3%, D1 PAM -2, RXFP1 agonist 0.8%, Vif-A3F inh -7% and D1 antagonist -18.

All compounds of this part, from the start:
Screening CCCS(=O)(=O)N1CCCC(C(=O)Oc2ccccc2Cl)C1 (configuration not stated) returned RXFP1 antagonist 4, Vif-A3G inh -6%, D1 agonist 0, D2 PAM -1, GRP78 ERSR act -1%, D1 PAM -8, RXFP1 agonist 0.2%, Vif-A3F inh 8% and D1 antagonist 29.
For Cc1sc2nc(SCC(=O)N(CCO)CCO)n(C3CCCCC3)c(=O)c2c1C the results were RXFP1 antagonist -16, Vif-A3G inh 5%, D1 agonist 3, D2 PAM 7, GRP78 ERSR act 5%, D1 PAM -3, RXFP1 agonist 4.1%, Vif-A3F inh -5% and D1 antagonist 2.
Screening CCOC(=O)c1nnn(C(CC)C(=O)Nc2ccc(F)cc2)c1C(=O)OCC (configuration not stated) returned RXFP1 antagonist -20, Vif-A3G inh 0%, D1 agonist 12, D2 PAM -16, GRP78 ERSR act -3%, D1 PAM -2, RXFP1 agonist 0.8%, Vif-A3F inh -7% and D1 antagonist -18.
Screening COC(=O)C1=C(C)Nc2nnnn2C1c1ccc(Cl)cc1Cl (configuration not stated) returned RXFP1 antagonist -13, Vif-A3G inh 0%, D1 agonist 1, D2 PAM 2, GRP78 ERSR act 1%, D1 PAM -5, RXFP1 agonist 0.5%, Vif-A3F inh 1% and D1 antagonist -14.
`Cc1ccc(S(=O)(=O)CCC(=O)OCC(=O)N(Cc2ccccc2)C(C)C)cc1` gave RXFP1 antagonist 6, Vif-A3G inh -4%, D1 agonist 0, D2 PAM -10, GRP78 ERSR act -4%, D1 PAM -2, RXFP1 agonist -0.1%, Vif-A3F inh -14% and D1 antagonist 3.
For CCOc1ccc(NC(=O)Cn2c(=O)n(CCCCCC(=O)NCc3ccccc3)c(=O)c3sccc32)cc1 the results were RXFP1 antagonist 1, D1 agonist 3, D2 PAM -1, D1 PAM -1, RXFP1 agonist 27% and D1 antagonist -1.
`CCOc1ccc(Nc2c(S(=O)(=O)c3ccc(C)cc3)cnc3ccc(OC)cc23)cc1` gave RXFP1 antagonist -10, Vif-A3G inh 4%, D1 agonist 3, D2 PAM -19, GRP78 ERSR act -2%, D1 PAM -4, RXFP1 agonist 3.6%, Vif-A3F inh 5% and D1 antagonist 16.
`CCC(C)N1C(=O)/C(=C/c2c(NCCCOC(C)C)nc3c(C)cccn3c2=O)SC1=S` (configuration not stated) gave RXFP1 antagonist 3, Vif-A3G inh inconclusive, D1 agonist 81*, D2 PAM 20, GRP78 ERSR act -3%, D1 PAM -5, RXFP1 agonist -1.3%, Vif-A3F inh inactive and D1 antagonist -6.
N#Cc1ccc(S(=O)(=O)N2CCC(C(=O)N3CCN(Cc4ccc5c(c4)OCO5)CC3)CC2)cc1 was read as RXFP1 antagonist -12, Vif-A3G inh 2%, D1 agonist -1, D2 PAM -12, GRP78 ERSR act -2%, D1 PAM -2, RXFP1 agonist -0.2%, Vif-A3F inh 3% and D1 antagonist -24.
For CCOc1cc(OCC)cc(C(=O)NCCCN2CCOCC2)c1 the results were RXFP1 antagonist 7, Vif-A3G inh 1%, D1 agonist 1, D2 PAM -4, GRP78 ERSR act -3%, D1 PAM -2, RXFP1 agonist 0.9%, Vif-A3F inh 5% and D1 antagonist 7.
`O=C(NNC(=O)C1CCCN(S(=O)(=O)c2cccc(F)c2)C1)C1CC1` (configuration not stated) gave RXFP1 antagonist -8, Vif-A3G inh 0%, D1 agonist 1, D2 PAM -9, GRP78 ERSR act -1%, D1 PAM -4, RXFP1 agonist -3.1%, Vif-A3F inh -1% and D1 antagonist 3.
Screening Cc1cccc(C)c1NC(=O)C1CCN(S(C)(=O)=O)CC1 returned RXFP1 antagonist -8, Vif-A3G inh -4%, D1 agonist 1, D2 PAM 1, GRP78 ERSR act -1%, D1 PAM -2, RXFP1 agonist -0.4%, Vif-A3F inh -21% and D1 antagonist 38.
For CCN(CC)CCSc1nnc(Nc2ccccc2)n1-c1ccccc1 the results were RXFP1 antagonist -11, Vif-A3G inh 3%, D1 agonist 6, D2 PAM -24, GRP78 ERSR act -1%, D1 PAM 1, RXFP1 agonist 3.6%, Vif-A3F inh 5% and D1 antagonist -7.
Screening Cc1ccc(C(=O)N2CCc3cc(CNS(=O)(=O)c4ccc(Cl)s4)ccc32)cc1 returned RXFP1 antagonist -18, Vif-A3G inh 3%, D1 agonist 2, D2 PAM 9, GRP78 ERSR act -5%, D1 PAM -6, RXFP1 agonist 7.6%, Vif-A3F inh 1% and D1 antagonist -3.
Cc1cc(C(=O)NCCc2ccc(S(N)(=O)=O)cc2)c(C)o1 was read as RXFP1 antagonist 1, Vif-A3G inh 1%, D1 agonist 3, D2 PAM 16, GRP78 ERSR act 0%, D1 PAM -6, RXFP1 agonist 1.5%, Vif-A3F inh -16% and D1 antagonist -31*.
Screening O=C(CCCn1ncn2c(cc3occc32)c1=O)NCc1ccccc1F returned RXFP1 antagonist -5, Vif-A3G inh -1%&3%, D1 agonist 0&7, D2 PAM 2&2, GRP78 ERSR act 6%&-1%, D1 PAM -1&-1, RXFP1 agonist 2.3%&4.1%, Vif-A3F inh -21%&7% and D1 antagonist 14&-12.
Screening Oc1ccc(/C=N/n2c(-c3ccco3)csc2=Nc2cccnc2)c(O)c1 returned RXFP1 antagonist -62*, Vif-A3G inh 0%, D1 agonist 0, D2 PAM -2, GRP78 ERSR act -4%, D1 PAM 2, RXFP1 agonist 0.0%, Vif-A3F inh 6% and D1 antagonist -1.
`Cc1ccc(NC(=O)CNC(=O)c2ccc3c(c2)OCO3)nc1` gave RXFP1 antagonist 4, Vif-A3G inh 3%, D1 agonist 1, D2 PAM -2, GRP78 ERSR act 2%, D1 PAM -5, RXFP1 agonist 3.1%, Vif-A3F inh -1% and D1 antagonist -11.
For O=c1[nH]ncc2c3ccccc3n(Cc3ccccc3F)c12 the results were RXFP1 antagonist 0, Vif-A3G inh 11%, GRP78 ERSR act -3%, RXFP1 agonist 3.3% and Vif-A3F inh 5%.
For COc1ccc(OCC(=O)Nc2nc3ccccc3[nH]2)cc1 the results were RXFP1 antagonist 2, Vif-A3G inh 1%, D1 agonist 0, D2 PAM -5, GRP78 ERSR act -2%, D1 PAM 8, RXFP1 agonist 0.1%, Vif-A3F inh 1% and D1 antagonist -15.
CC1(NC(=O)c2cc(S(=O)(=O)N3CCCCC3)ccc2Cl)CCS(=O)(=O)C1 (configuration not stated) was read as RXFP1 antagonist 8, Vif-A3G inh 1%, D1 agonist 0, D2 PAM 1, GRP78 ERSR act 0%, D1 PAM -8, RXFP1 agonist 3.9%, Vif-A3F inh -3% and D1 antagonist -10.
`CCOC(=O)c1ccc(CN(Cc2ccc(C)cc2)S(=O)(=O)c2cccc([N+](=O)[O-])c2)cc1` gave RXFP1 antagonist -5, Vif-A3G inh -4%, D1 agonist 10, D2 PAM -4, GRP78 ERSR act -3%, D1 PAM -13, RXFP1 agonist 0.5%, Vif-A3F inh 4% and D1 antagonist -21.
For CC(Sc1nncn1C)C(=O)Nc1cc(C(F)(F)F)ccc1N1CCOCC1 (configuration not stated) the results were RXFP1 antagonist -7, Vif-A3G inh 2%, D1 agonist 2, D2 PAM 1, GRP78 ERSR act -1%, D1 PAM -5, RXFP1 agonist 1.2%, Vif-A3F inh -8% and D1 antagonist -9.
`Cc1ccc(C(=O)c2nccn2C)cc1C` gave RXFP1 antagonist 6, Vif-A3G inh 5%, D1 agonist 1, D2 PAM 15, GRP78 ERSR act 0%, D1 PAM 0, RXFP1 agonist -0.1%, Vif-A3F inh -14% and D1 antagonist -3.
`O=C(c1ccc(Cl)c([N+](=O)[O-])c1)N(Cc1cccc(Cl)c1)C1CCS(=O)(=O)C1` (configuration not stated) gave RXFP1 antagonist -9, Vif-A3G inh 0%, D1 agonist 2, D2 PAM -2, GRP78 ERSR act 6%, D1 PAM 0, RXFP1 agonist -0.4%, Vif-A3F inh 0% and D1 antagonist -4.
Screening CC(C)Cn1nc(C(=O)Nc2cccc(C(=O)NC3CC3)c2)c2ccccc2c1=O returned RXFP1 antagonist -4, Vif-A3G inh -7%, D1 agonist 1, D2 PAM 14, GRP78 ERSR act -1%, D1 PAM -3, RXFP1 agonist -1.3%, Vif-A3F inh -5% and D1 antagonist -18.
Screening C=CCn1c(=N)c(C#N)cc2c(=O)n3ccccc3nc21 returned RXFP1 antagonist -12, Vif-A3G inh 2%, D1 agonist 1, D2 PAM -2, GRP78 ERSR act -2%, D1 PAM -1, RXFP1 agonist 6.1%, Vif-A3F inh 2% and D1 antagonist -5.
O=C(Nc1ccccc1)c1cn(-c2ccccc2)nc1-c1ccccc1 was read as RXFP1 antagonist -20, Vif-A3G inh -1%, D1 agonist 1, D2 PAM -7, GRP78 ERSR act -1%, D1 PAM 0, RXFP1 agonist -3.3%, Vif-A3F inh -10% and D1 antagonist -6.
`Cc1cc(C)nc(N2CCN(C(=O)CCC(=O)Nc3nnc(C(C)C)s3)CC2)n1` gave RXFP1 antagonist -9, Vif-A3G inh -3%, D1 agonist 3, D2 PAM 5, GRP78 ERSR act -1%, D1 PAM -5, RXFP1 agonist 4.3%, Vif-A3F inh 5% and D1 antagonist 3.
